High-throughput results deposited in PubChem by The Scripps Research Institute Molecular Screening Center.
CHO-K1 Ca antag: M1 antagonist counterscreen hit in parental CHO-K1 cells. AID 602250. ATP-induced calcium, Fluo-8 fluorescence. inhibition, % at 3 µM. actives 0.6% (n = 360,000);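 active means inhibition above a per-plate cutoff, the plate's mean sample inhibition plus 3 SD, cut at about 24% in these data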;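 further: 0% = DMSO plus EC80 ATP and 100% = DMSO alone without ATP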
M4 antag: human M4 muscarinic receptor antagonists, primary screen, CHO cells, Fluo-8 calcium fluorescence; inhibition, % at 3 µM; actives 0.73% (n = 360,000); CHO-hM4 cells, ACh EC80; AID 624125, 2012;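 active means inhibition above its plate's cutoff, the mean inhibition of sample wells plus 3 SD, cut at about 27% in these data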;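 further: 0% = acetylcholine EC80 with DMSO and 100% = DMSO without agonist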
Target sequence (P08173 whole entry, looked up): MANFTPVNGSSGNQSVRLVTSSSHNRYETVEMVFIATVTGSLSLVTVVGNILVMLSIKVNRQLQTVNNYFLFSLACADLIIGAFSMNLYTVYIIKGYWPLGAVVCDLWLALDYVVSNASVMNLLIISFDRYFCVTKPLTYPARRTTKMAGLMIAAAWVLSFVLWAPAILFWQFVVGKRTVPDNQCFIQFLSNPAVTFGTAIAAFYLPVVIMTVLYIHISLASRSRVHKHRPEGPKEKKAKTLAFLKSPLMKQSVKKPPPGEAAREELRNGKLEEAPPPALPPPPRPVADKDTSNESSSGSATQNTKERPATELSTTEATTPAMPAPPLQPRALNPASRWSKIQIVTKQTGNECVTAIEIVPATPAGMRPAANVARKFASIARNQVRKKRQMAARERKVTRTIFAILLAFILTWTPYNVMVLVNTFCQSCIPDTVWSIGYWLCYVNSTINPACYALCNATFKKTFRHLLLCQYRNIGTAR
CHRM4 agonist: human M4 muscarinic receptor agonists, primary screen, CHO-K1 cells, Fluo-8 calcium fluorescence; Muscarinic acetylcholine receptor M4 (Homo sapiens), P08173; CHO-K1 hM4/Gqi5; vehicle 0%, full acetylcholine response 100%; actives 0.14% (n = 360,000); activation, % at 3 µM;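 active means activation above the run mean over all test wells plus 3 SD, cut at about 32% in these data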;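 further: peak over basal fluorescence ratio per well then scaled between controls; 0% = DMSO wells and 100% = acetylcholine at EC100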
M4 PAM: human M4 muscarinic receptor positive allosteric modulators, primary screen, CHO-K1 cells, Fluo-8 calcium fluorescence; CHO-K1 hM4/Gqi5, ACh EC20; 0% = ACh EC20, 100% = maximal ACh; actives 0.4% (n = 360,000); activation, % at 3 µM; Muscarinic acetylcholine receptor M4 (Homo sapiens), P08173;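 active means activation above its plate's cutoff, the mean activation of sample wells plus 3 SD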; further: some results filed as inactive read as strong as hits
CHRM5 antagonist: human M5 muscarinic receptor antagonists, primary screen, CHO cells, Fluo-8 calcium fluorescence; actives 0.59% (n = 360,000); Muscarinic acetylcholine receptor M5 (Homo sapiens), P08912; AID 624040, 2012; CHO-hM5 cells, ACh EC80; inhibition, % at 3 µM;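 active means inhibition above a per-plate cutoff, the mean of that plate's test compounds plus 3 SD, cut at about 27% in these data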;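 further: 0% = acetylcholine EC80 with DMSO and 100% = DMSO without agonist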
Target sequence (P08912 whole entry, looked up): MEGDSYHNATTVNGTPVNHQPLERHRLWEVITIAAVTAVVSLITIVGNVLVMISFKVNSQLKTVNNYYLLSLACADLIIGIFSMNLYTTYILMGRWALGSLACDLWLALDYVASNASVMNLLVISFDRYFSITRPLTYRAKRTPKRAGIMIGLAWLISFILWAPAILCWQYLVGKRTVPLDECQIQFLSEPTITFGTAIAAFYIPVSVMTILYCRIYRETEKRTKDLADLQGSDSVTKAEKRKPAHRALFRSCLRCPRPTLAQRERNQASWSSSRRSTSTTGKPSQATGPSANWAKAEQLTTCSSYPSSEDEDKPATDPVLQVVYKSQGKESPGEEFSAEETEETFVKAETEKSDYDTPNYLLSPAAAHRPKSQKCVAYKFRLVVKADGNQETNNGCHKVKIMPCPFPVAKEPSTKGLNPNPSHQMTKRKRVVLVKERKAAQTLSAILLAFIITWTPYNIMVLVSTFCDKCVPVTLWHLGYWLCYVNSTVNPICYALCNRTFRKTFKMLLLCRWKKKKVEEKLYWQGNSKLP
CHRM5 PAM: human M5 muscarinic receptor positive allosteric modulators, primary screen, CHO-K1 cells, Fluo-8 calcium fluorescence | CHO-K1 hM5, ACh EC20 PAM; 0% = ACh EC20, 100% = ACh EC100 | activation, % at 3 µM | actives 0.3% (n = 360,000) | AID 624038, 2012;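 active means activation above the run cutoff, the mean activation of all test compounds plus 3 SD, cut at about 18% in these data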
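Test system: CHO-K1 hM5 cells / Doses: single-point, 3 µM nominal / Times: Post-acetylcholine fluorescence recording 140 s / Technique: Fluo-8 calcium fluorescence / Measure: Max/basal fluorescence ratio as % of EC20–EC100 ACh window / Benchmarks: low control EC20 acetylcholine (0%), high control EC100 acetylcholine (100%) / Replicates: one well per compound, no replicates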
CHO-K1 Ca PAM: nonselective calcium activators in parental CHO-K1 cells, primary screen, counter-screen for M1 PAM project, cell-based, Fluo-8 calcium fluorescence, full deck, 1536-well; ATP EC20; 0% at ATP EC20, 100% at ATP max; activation, % at 3 µM; actives 0.02% (n = 360,000); AID 602247, 2012;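 active means activation above the run cutoff, the mean activation of all test compounds plus 3 SD, cut at about 40% in these data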;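 further: peak over basal fluorescence ratio in a 140 s read after ATP addition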
CHRM5 agonist: human M5 muscarinic receptor agonists, primary screen, CHO-K1 cells, Fluo-8 calcium fluorescence | actives 0.19% (n = 360,000) | activation, % at 3 µM | Muscarinic acetylcholine receptor M5 (Homo sapiens), P08912 | CHO-K1 hM5 cells; 0% DMSO wells, 100% maximal acetylcholine response | AID 624037, 2012;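 active means activation above the run's mean over test compounds plus 3 SD, cut at about 23% in these data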;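 further: signal is peak over basal fluorescence ratio across the kinetic read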
CHO-K1 Ca ag: counter-screen for M1 agonists: effect in parental CHO-K1 cells; Fluo-8 calcium fluorescence; scaled to maximal ATP response, vehicle zero; activation, % at 3 µM; AID 602248, 2012; actives 0.48% (n = 360,000); in the data active means activation above about 15%;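 further: untransfected CHO-K1 host cells lacking M1 receptor as counterscreen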
An asterisk follows results filed as active.

SMILES	CHO-K1 Ca antag	M4 antag	CHRM4 agonist	M4 PAM	CHRM5 antagonist	CHRM5 PAM	CHO-K1 Ca PAM	CHRM5 agonist	CHO-K1 Ca ag
COc1ccc(OC)c(S(=O)(=O)N2CCc3ccccc32)c1	-9	4	0	1	-5	8	18	-6	0.8
COc1cccc(CNC(=O)CC(NC(=O)c2ccccc2)c2ccccc2)c1 (configuration not stated)	12	-11	2	4	9	-7	-33	2	0.0
O=C(COC(=O)c1ccccc1O)NCc1ccc2c(c1)OCO2	-13	6	2	1	-3	1	3	-1	1.9
CN1CCN(CCCNC(=O)c2ccc3c(Cl)c4c(nc3c2)CCCC4)CC1	-12	1	0	-1	12	-2	9	-7	-0.7
COCCn1c(SCc2ccc(C(=O)OC)o2)nc2cc(Cl)ccc2c1=O	-22	-3	0	-2	3	-2	-3	1	-0.2
COc1cc(/C=C/c2ccccc2)cc(OC)c1	-11	-7	-1	4	4	4	18	-2	-0.1
CC(=O)c1ccc(S(=O)(=O)N2CCC(NC(=O)c3ccccc3)CC2)cc1	-1	12	1	-6	16	-3	4	-5	0.1
COc1ccccc1Oc1ccc2c(c1)C(=O)N(CC1CCCO1)C2=O (configuration not stated)	-4	1	1	-4	0	4	14	1	3.5
CCCCCSc1nnc(-c2cc(Br)ccc2N)c(=O)[nH]1	-9	-6	2	3	-1	1	11	2	0.7
CCn1cc(Br)c(C(=O)Nc2ccc(F)cc2F)n1	-5	-10	0	6	-6	6	-20	-2	0.1
C/C(=N\NC(=O)c1ccc(O)cc1)c1ccc2c(c1)OCCO2	-7	-12	1	8	-4	-3	17	5	0.0
Cc1ccc(N(Cc2ccccc2)C(=O)c2cccc(S(=O)(=O)N3CC(C)OC(C)C3)c2)cc1 (configuration not stated)	9	11	-1	-8	-1	-11	-18	-6	-0.8
CC(C)n1c(Oc2ccc(F)cc2)nc2c1c(=O)n(C)c(=O)n2C	-14	1	1	6	5	1	24	-2	0.5
CN(C)c1ccc(NC(=O)c2cc3c(=O)n4ccccc4nc3n2C)cc1	-4	-4	3	-1	-5	-7	15	1	1.3
O=c1oc2ccccc2cc1-c1nc2ccccc2o1	-3	12	0	3	-3	1	16	2	0.1

Single records, as listed above. Screens in order: CHO-K1 Ca antag	M4 antag	CHRM4 agonist	M4 PAM	CHRM5 antagonist	CHRM5 PAM	CHO-K1 Ca PAM	CHRM5 agonist	CHO-K1 Ca ag
CC(C)n1c(Oc2ccc(F)cc2)nc2c1c(=O)n(C)c(=O)n2C is entered as -14	1	1	6	5	1	24	-2	0.5
C/C(=N\NC(=O)c1ccc(O)cc1)c1ccc2c(c1)OCCO2 is entered as -7	-12	1	8	-4	-3	17	5	0.0
CCn1cc(Br)c(C(=O)Nc2ccc(F)cc2F)n1 is entered as -5	-10	0	6	-6	6	-20	-2	0.1

The list goes on:
SMILES	CHO-K1 Ca antag	M4 antag	CHRM4 agonist	M4 PAM	CHRM5 antagonist	CHRM5 PAM	CHO-K1 Ca PAM	CHRM5 agonist	CHO-K1 Ca ag
CNC(=O)CSc1nc2cc(S(=O)(=O)Nc3ccc(OC)cc3)ccc2o1	-2	4	7	-3	6	-6	5	3	6.6
CCOc1ccc(C(=O)NC2CCN(C(=O)N3CCCC3)CC2)cc1	-8	-2	1	14	-3	0	15	-2	0.4
CCN1C(=O)[C@H]2[C@@H](c3ccc(C)cc3)N3C(=O)N(c4ccc(C(F)(F)F)cc4)C(=O)[C@@]3(Cc3ccccc3)[C@H]2C1=O	-8	3	1	0	13	-3	-11	0	0.2
CN1CCN(C(=S)NC(=O)/C=C/c2cccs2)CC1	-1	-15	1	-8	-8	14	-18	1	-0.5
O=C(CCc1nnc(Cc2c[nH]c3ccccc23)o1)NC(C1CC1)C1CC1	16	0	2	1	0	2	10	-1	0.7
Cn1c(=O)c2c(O)c(C=NCc3ccccc3)c(=O)n(C)c2n(C)c1=O	-8	2	0	-4	13	-6	11	-3	0.2
Cc1[nH]nc2c1C(c1ccccc1)C1=C(CC(C)(C)CC1=O)N2 (configuration not stated)	-12	-15	0	5	4	9	21	-10	0.4
O=C(COC(=O)Cc1c(Cl)cccc1Cl)NCCC1=CCCCC1	1	6	-1	-3	1	-10	2	-6	-0.3
Cc1ccc(N(CC(=O)NC(C)C)C(=O)CCC(=O)Nc2ccccn2)c(C)c1	-20	-12	2	2	3	2	-8	1	0.6
O=C(O)COCC(=O)Nc1cc(C(F)(F)F)cc(C(F)(F)F)c1	-8	-3	1	-7	8	7	16	2	1.9
O=C(O)c1cc(NS(=O)(=O)c2ccc(F)cc2)cc(NS(=O)(=O)c2ccc(F)cc2)c1	-13	5	0	-1	5	6	8	4	-0.1
Nc1ccc(S(=O)(=O)NC2=NCCCCC2)cc1N	3	3	13	-9	11	-9	-15	2	3.3
CC(Oc1ccc(C#N)cc1)C(=O)c1ccc(F)c(F)c1 (configuration not stated)	-11	-10	1	4	11	-4	12	-5	2.9
CC(=O)c1ccc(Nc2ncnc3ccc(Br)cc23)cc1	-11	2	1	-8	3	3	18	-1	0.2
Cc1cc(C)c2c(CCl)cc(=O)oc2c1	9	1	0	-3	-1	3	-19	2	0.1
CCOc1ccccc1NC(=S)N1CCC(c2nc3ccccc3o2)CC1	10	1	2	-3	0	1	-5	-5	-0.1
CC1CCCN(c2oc(-c3cccc4ccccc34)nc2C#N)C1 (configuration not stated)	-6	10	-1	2	10	-4	-10	0	-0.2
COCCCNC(=O)[C@@H](Cc1ccccc1)NC(=O)CC[C@H]1O[C@@H](n2ccc(=O)[nH]c2=O)[C@H](O)[C@@H]1O	-11	-12	2	20	-4	4	4	1	0.3
COc1cccc(C(=O)Oc2cccc(N3C(=O)C4C5CC(C(Br)C5Br)C4C3=O)c2)c1 (configuration not stated)	8	1	3	-7	3	-1	8	0	0.7
COc1ccc(O)c(/C=c2/sc3nc4cc(C)c(C)cc4n3c2=O)c1	6	-4	-2	5	0	-5	-2	-4	-0.4
COc1ccc(NC(C)=O)cc1S(=O)(=O)NC(Cc1ccccc1)C(=O)NC(C)c1ccccn1 (configuration not stated)	-6	-4	0	11	3	-3	-7	2	0.1
Cc1cc(S(=O)(=O)N2CCC(NC(=O)C34CC5CC(CC(C5)C3)C4)CC2)ccc1-n1cnnn1	6	12	0	1	2	-1	-7	3	-0.1
CN1CCc2c(sc3c2C(=O)NC(/C=C\c2ccccc2)N3)C1 (configuration not stated)	2	7	1	-7	2	3	-2	-3	1.4
CCC(=O)NC(C)c1cc(Cl)c2cccnc2c1O (configuration not stated)	-8	3	2	2	9	6	-3	2	0.7
O=C1CCCC1C(=O)Nc1ccc2ccccc2c1 (configuration not stated)	-15	-2	2	3	-6	2	11	-3	1.6
O=C(NCc1ccco1)c1cc(-c2ccccc2)on1	-22	-5	1	3	6	3	7	-1	1.0
Cc1ccc(NC(=O)CCNC(=O)Cn2cnc3ccccc3c2=O)cc1F	-12	-5	3	3	10	-2	10	-3	1.5
CCCCC(=O)C1CCN(Cc2ccccc2)CC1	-4	-7	0	-1	11	-4	5	-7	-0.1
CC1Nc2ncnc(N3CCOCC3)c2N(Cc2ccc(Cl)cc2)C1=O (configuration not stated)	-10	5	3	14	-3	3	10	6	0.4
O=c1ccc(Oc2nc(N3CCOCC3)nc(N3CCOCC3)n2)n[nH]1	21	5	0	16	2	2	-4	1	-0.5
NC(=O)[C@@H]1CCCN1C(=O)c1ccc2nc(Cc3ccccc3F)oc2c1	5	1	2	1	15	-11	-7	-1	0.7
CO/N=C/NC(=O)C1=NOC(CNc2ncc(C(F)(F)F)cc2Cl)C1 (configuration not stated)	-16	1	0	5	4	2	15	-3	0.5
CC(=O)C1=C(O)C(=O)N(CCCn2ccnc2)C1c1ccc(Br)cc1 (configuration not stated)	-6	-2	1	-4	-3	1	18	0	0.9
O=C(CSc1nc2ncc(Cl)cc2[nH]1)NC1CCS(=O)(=O)C1 (configuration not stated)	-12	6	1	2	7	2	10	-3	1.6
COc1ccc(/C=C/C(=O)NC(=S)NNC(=O)c2cccs2)cc1OC	-10	-7	1	4	0	-3	2	0	-0.1
CCC1(c2ccc(F)cc2)NC(=O)N(CC(=O)NCc2ccccc2Cl)C1=O (configuration not stated)	-17	8	3	-4	-2	1	24	1	3.7
Cc1c(/C=C/C(=O)c2ccccc2)cnn1C	-1	-13	2	9	1	-1	8	-4	16*
Cc1ccc(CCNS(=O)(=O)c2cc3c(cc2C)n(C)c(=O)c(=O)n3C)cc1	12	-4	1	0	1	-4	7	1	-0.4
CCOC(=O)c1sc(NC(=O)CCN2CCN(C)CC2)c(C(=O)OCC)c1C	-15	8	2	-4	4	9	16	-7	1.9
Cc1cc(C)nc(SCc2nnc(SCC(=O)O)n2-c2ccccc2)n1	-7	2	0	-1	0	-7	22	-2	0.1
Cc1ccc(S(=O)(=O)Nc2ccc(C(=O)NCc3cccnc3)cc2)cc1	10	5	0	3	-6	4	-19	-5	0.1
COc1ccc(C2CC(c3ccc4ccccc4c3)=NN2C(=O)CSc2ncccn2)cc1 (configuration not stated)	-10	12	7	-11	11	-3	23	0	1.9
Cc1c(NC(=O)c2ccc3c(c2)C(=O)N(Cc2ccco2)C3=O)cccc1C(=O)O	14	-3	-1	5	-8	-3	-4	-1	0.0
CCOc1cc(-c2c(C#N)c(N)nc3c2CCc2ccccc2-3)ccc1O	-5	21	17	-26	11	-3	28	5	4.8
C[C@@H]1CN([C@H](C)CO)C(=O)c2cc(Br)cnc2O[C@H]1CN(C)C(=O)CC1CC1	-3	2	1	7	8	-1	2	0	0.5
COc1ccc2ncccc2c1Cc1c(OC)ccc2ncccc12	9	7	1	-2	13	-7	-21	-8	-0.3
COc1cc([C@H]2[C@@H]3CCCC[C@]3(O)CCN2Cc2ccccc2F)ccc1O	2	2	3	0	-3	0	-9	0	1.1
CCC(CO)Oc1cc(NCc2cccnc2)c2ncn(C(C)C)c2c1 (configuration not stated)	-15	-11	0	16	0	11	8	4	0.1
O=C(O)Cn1c(=O)c2c3c(sc2n(Cc2ccccc2)c1=O)CCCC3	-9	5	1	3	7	1	6	-4	1.1
COc1ccc(C(=O)NCC(=O)N2CCCC(C(F)(F)F)C2)cc1OC (configuration not stated)	2	-1	1	2	1	2	3	4	2.6
Cc1ccc(-n2nc3c(=O)n(C(C)C(=O)NCc4ccccc4Cl)nc(C)c3c2C)cc1 (configuration not stated)	-11	-6	8	-3	0	1	-4	-6	5.6
O=[N+]([O-])c1ccc(Cl)c(/C=N/Nc2nc(N3CCOCC3)nc(N3CCOCC3)n2)c1	-6	3	0	-4	-2	-2	4	-3	0.3
CCOc1cc(NC(=O)c2cccs2)c(OCC)cc1NC(=O)c1ccco1	6	-1	3	2	0	0	-1	-4	0.6
Cc1cc(C(C)(C)CC(C)(C)C)ccc1OCCOCC[N+](C)(C)Cc1ccccc1	-1	27*	0	-14	7	-15	-3	-2	-0.5
